EPAC2 antag – antagonists of human EPAC2; EPAC2 GEF exchange of Rap1B-BODIPY-GDP, fluorescence; Potency, µM (series often up to 114 µM), for the others: top-dose activity, negative = inhibition, actives largely listed as inhibitors; hit rate 0.18% among 360,000; note: % is set by controls: 0 for no effect and ±100 for the full control effect; nearly all actives have a fitted effect of over 45% in size; many of its hits are not listed in these tables
Target sequence (Q8WZA2 whole entry, looked up): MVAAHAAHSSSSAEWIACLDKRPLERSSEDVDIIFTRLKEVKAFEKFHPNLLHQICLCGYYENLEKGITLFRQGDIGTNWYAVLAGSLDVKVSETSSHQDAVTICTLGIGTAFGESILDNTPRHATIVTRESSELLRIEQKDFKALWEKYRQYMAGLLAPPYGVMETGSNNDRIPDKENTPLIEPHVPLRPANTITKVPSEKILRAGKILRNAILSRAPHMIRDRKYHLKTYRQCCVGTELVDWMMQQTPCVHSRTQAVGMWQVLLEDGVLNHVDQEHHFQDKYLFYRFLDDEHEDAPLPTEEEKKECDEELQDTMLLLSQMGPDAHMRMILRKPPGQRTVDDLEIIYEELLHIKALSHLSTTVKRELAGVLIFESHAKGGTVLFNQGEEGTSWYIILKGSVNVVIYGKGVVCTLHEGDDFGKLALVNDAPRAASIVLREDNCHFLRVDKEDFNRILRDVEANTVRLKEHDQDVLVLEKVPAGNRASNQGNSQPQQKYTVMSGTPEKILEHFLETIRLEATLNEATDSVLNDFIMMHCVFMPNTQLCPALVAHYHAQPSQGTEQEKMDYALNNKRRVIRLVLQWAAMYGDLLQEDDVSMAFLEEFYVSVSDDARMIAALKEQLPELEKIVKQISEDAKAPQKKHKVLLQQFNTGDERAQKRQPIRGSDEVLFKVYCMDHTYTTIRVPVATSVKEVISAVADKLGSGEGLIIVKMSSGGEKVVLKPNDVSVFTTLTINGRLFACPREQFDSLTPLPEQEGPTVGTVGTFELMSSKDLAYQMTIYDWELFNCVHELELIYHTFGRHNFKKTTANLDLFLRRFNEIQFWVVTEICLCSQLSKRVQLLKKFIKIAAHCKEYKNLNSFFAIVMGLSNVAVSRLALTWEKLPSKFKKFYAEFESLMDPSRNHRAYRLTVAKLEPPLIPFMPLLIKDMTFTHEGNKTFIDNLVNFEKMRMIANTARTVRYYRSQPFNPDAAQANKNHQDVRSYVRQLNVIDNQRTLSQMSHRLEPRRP
A549 tox – counter-screen for Nrf2 inhibitors: cytotoxicity in A549 cells; A549 ARE-Fluc cells, CellTiter-Fluor viability, 18-24 h; hit rate 0.16% among 390,000; Potency, µM (top dose mostly 46 µM), without a hit: top-dose activity change, negative = cytotoxicity, most hits filed as inhibitors; AID 504648; note: % is set by controls: 0 for no effect and ±100 for the full control effect
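A549 ARE-Fluc cells in 5% FBS OPTI-MEM, 5000 cells/well, rested 2 h then exposed to compounds in concentration-response for 18-24 h at 37 °C. Viability by CellTiter-Fluor fluorescence (Ex 405/Em 525) after 30 min; luciferase luminescence (BugLite, 15 min, RT) read afterwards.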
TGFb inhibitor – blocks TGF-b signaling. HepG2 CAGA-GFP TGF-b/SMAD3 reporter, GFP fluorescence, 18 h; TGF-beta stimulated, 500 pg/mL final. Potency, µM (doses to about 46.1 µM), inactives show at the highest dose activity, negative = inhibition, usual class: inhibitors. hit rate 1.2% among 410,000. AID 588855; note: % is set by controls: 0 for no effect and ±100 for the full control effect; nearly all actives have a fitted effect of over 65% in size
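HEPG2 CAGA-GFP reporter cells (1000/well, DMEM with 1% FBS) received compounds, then recombinant TGF-beta at 500 pg/mL final for 18 hours at 37 degrees C. Per-cell GFP summed per well was normalised to unstimulated and stimulated DMSO controls before curve fitting.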
ATXN viability – cell viability loss in ATXN counter-screen; Potency, µM (titrated, usually from 56.7 µM), hits mostly cytotoxic; hit rate 0.49% among 400,000; S2 cells (HEK-293 line with an ATXN2-luciferase reporter) viability, CellTiter-Fluor protease fluorescence, 24 h; note: nearly all actives have a fitted effect of over 40% in size
MCF10A rerep – DNA re-replication induction in MCF 10a cells | MCF 10A DNA re-replication, Hoechst nuclear intensity, 48 h | Potency, µM (doses to about 46.1 µM), for the others: at the highest dose activity, positive = re-replication, hits mostly activators | hit rate 2.9% among 350,000 | AID 624296; note: % of control where 0% means no effect; nearly all actives have a fitted effect of over 50% in size
ATXN2 expr inh – inhibitors of ATXN2 expression; HEK-293 ATXN2-luciferase reporter, luminescence, 24 h; Potency, µM (top dose mostly 57 µM), without a hit: at the top dose activity change, negative = inhibition, actives largely listed as inhibitors; hit rate 0.72% among 360,000; AID 1745845; note: % is set by controls: 0 for no effect and ±100 for the full control effect; nearly all actives have a fitted effect of over 55% in size
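ATXN2-luciferase reporter cells (luciferase flanked by upstream and downstream ATXN2 gene portions) were treated 24 h at 37 °C with compounds at up to 57 uM. SteadyGlo luminescence gave expression; GF-AFC fluorescence gave viability.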
Nrf2 inh – Nrf2 pathway inhibition; A549 ARE-Fluc reporter, luciferase luminescence, 18-24 h; Potency, µM (doses to about 46 µM), inactives show at the top dose activity change, negative = inhibition, most hits filed as inhibitors; hit rate 2.1% among 360,000; note: % is set by controls: 0 for no effect and ±100 for the full control effect; nearly all actives have a fitted effect of over 60% in size
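A549 ARE_Fluc cells, 5000/well, 5% FBS OPTI-MEM; compounds in dose-response, 18-24 h at 37 °C/5% CO2; CellTiter-Fluor viability read (Ex 405/Em 525), then BugLite luciferase luminescence = Nrf2 activity.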
Nrf2 ARE act – activators of Nrf2 (ARE) signaling | AREc32 ARE-luciferase reporter (MCF7-derived line), luminescence, 24 h | Potency, µM (top dose mostly 46.1 µM), for the others: at the highest dose activation, actives largely listed as activators | hit rate 0.31% among 410,000 | AID 624171; note: % of control where 0% means no effect; nearly all actives have a fitted effect of over 65% in size
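Each well held 1000 AREc32 cells, which were incubated with compound for 24 hr at 37 deg C after overnight attachment, and ARE reporter activity was quantified by firefly luciferase luminescence.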
HepG2 tox – counter-screen for TGF-b inhibitors: cytotoxicity in HepG2 cells; HepG2 CAGA-GFP viability, ATP luminescence, 18 h; Potency, µM (titrated, usually from 46.1 µM), for inactives: at the top dose activity change, negative = cytotoxicity, most hits filed as cytotoxic; hit rate 0.76% among 410,000; AID 588856; note: some results filed as inactive show a strong effect at the top dose
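HepG2 CAGA-GFP cells (1000/well, DMEM with 1% FBS) received compound, then TGF-beta at 500 pg/mL final, and were incubated 18 hours at 37 degrees C. Viability was read by CellTiter-Glo luminescence. Media-only wells were set as complete cell-killing and DMSO as no toxicity.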
Starred values were filed as active, the others as inactive; i = inactive; ? = inconclusive; / = no result given; [ ] = dose if it differs, or a comment. Calls come from the whole dose curve; as a rule, active = well fitted curve in the direction sought with a large enough effect; inconclusive = small, poorly fitted or top-dose-only effect, or another doubt; inactive = no such curve, though single readings can be large; an effect the other way counts as inactive or inconclusive. Potency is the fitted concentration of half-maximal effect.

| cpd | SMILES | EPAC2 antag | A549 tox | TGFb inhibitor | ATXN viability | MCF10A rerep |
| --- | --- | --- | --- | --- | --- | --- |
| 1 | COc1ccc(CN(CC(=O)NCC2CCCO2)C(=O)CCC(=O)Nc2cc(C)ccn2)cc1 (centres undefined) | 10% | 2% | -14% | ? | 1% |
| 2 | N/C(=N\OC(=O)CCCc1ccccc1)c1ccc([N+](=O)[O-])cc1 | 0% | -1% | -1% | i | 9% |
| 3 | COc1ccccc1NC(=O)N1CCC(NC(=O)C2CCCCC2)CC1 | -4% | 1% | -10% | i | 1% |
| 4 | COc1ccc(Cl)cc1N=Cc1c(O)cc(C)oc1=O | -1% | -18% | 17% | i | -5% |
| 5 | CCCC(=O)Nc1ccccc1NC(=O)CN(C)S(=O)(=O)c1ccccc1 | 13% | 2% | 0% | i | -3% |
| 6 | COC(=O)[C@H](Cc1ccccc1)NC(=O)[C@@H](N)CC(=O)OCc1ccccc1 | -5% | 10% | 0% | i | 16% |
| 7 | Cc1cc(C)cc(C(=O)NCC(c2ccc(N(C)C)cc2)N2CCCC2)c1 (centres undefined) | / | -12% | -37% | / | / |
| 8 | Fc1ccc(C2=CC(c3cccs3)n3nnnc3N2)cc1 (centres undefined) | 7% | -4% | 26% | i | -1% |
| 9 | Cc1c(C(=O)NCc2ccc([N+](=O)[O-])cc2)sc(=O)n1Cc1ccc(-c2ccccc2)cc1 | 8% | / | ? | i | / |
| 10 | Cc1ccnn1CCC(=O)N1CCCC(N2CCN(c3cccc(Cl)c3)CC2)C1 (centres undefined) | -4% | 10% | ? | i | 0% |
| 11 | O=C(COC(=O)CNC(=O)c1cc(Cl)cc([N+](=O)[O-])c1)NC(=O)NCc1ccco1 | -3% | -5% | 5% | i | -4% |
| 12 | CN1CCN(C(=O)CSc2nc(-c3cccs3)cc(-c3cccs3)c2C#N)CC1 | 6% | -13% | 57%[activator] | i | 21µM* |

| cpd | ATXN2 expr inh | Nrf2 inh | Nrf2 ARE act | HepG2 tox |
| --- | --- | --- | --- | --- |
| 1 | -7% | -7% | -0.2% | -1% |
| 2 | 11% | 11% | 2.9% | -11% |
| 3 | -14% | -2% | 0.1% | -15% |
| 4 | 0% | -9% | -0.1% | 7% |
| 5 | 7% | -16% | -0.6% | 6% |
| 6 | 9% | ? | -1.4% | 3% |
| 7 | / | / | 4.0% | -48% |
| 8 | 14% | ? | 9.2% | -15% |
| 9 | 8% | / | -0.2% | -5% |
| 10 | -5% | 9% | 2.0% | 0% |
| 11 | 3% | -17% | 2.2% | -1% |
| 12 | -21% | ? | 4.0% | -46% |

(listing goes on)
| cpd | SMILES | EPAC2 antag | A549 tox | TGFb inhibitor | ATXN viability | MCF10A rerep |
| --- | --- | --- | --- | --- | --- | --- |
| 13 | Oc1ccc(Br)cc1C=Nc1cccn2cc(-c3ccccc3)nc12 | 79µM* | -6% | -2% | i | -3% |
| 14 | Clc1ccc(Cn2cc(Br)cn2)cc1Cl | -4% | -6% | -10% | i | -2% |
| 15 | COc1cccc(CNC(=O)C(=O)NCC2CCCN2S(=O)(=O)c2cc(C)ccc2C)c1 (centres undefined) | -4% | 3% | -30% | i | 7% |
| 16 | CCCSc1nc(-n2ncc(C#N)c2N)c2c3c(sc2n1)CCC(C)C3 (centres undefined) | 0% | 12% | ? | i | ? |
| 17 | O=C(OCc1ccccc1)N1CCC2CC1c1cc(/C=C/CCCSc3ncccn3)ccc12 (centres undefined) | 1% | / | -12% | i | / |
| 18 | Cc1c(-c2ccccc2)n(-c2ccc(Cl)cc2)c2nc3c(c(=O)n(C)c(=O)n3C)n12 | / | -18% | -9% | i | / |
| 19 | CCOC(=O)COc1coc(CN2CCN(c3cccc(Cl)c3)CC2)cc1=O | 15% | 1% | 3% | i | -4% |
| 20 | COC(=O)c1cc(NS(=O)(=O)c2ccc(NCc3cccnc3)c([N+](=O)[O-])c2)cc(C(=O)OC)c1 | -3% | -11% | -3% | i | -2% |
| 21 | O=S(=O)(c1ccc(F)c(F)c1)N1CCN(c2ncccn2)CC1 | 0% | 0% | 8% | i | -15% |
| 22 | CC1=CC2(C)NC(=O)C(C)C12 (centres undefined) | 1% | / | 7% | i | / |
| 23 | COc1ccccc1CNC(=O)c1ccc(OCC2CCCO2)cc1 (centres undefined) | 6% | 12% | 8% | i | -3% |
| 24 | CCCCNCc1cc2ccccc2o1 | -11% | 1% | -6% | i | 1% |

| cpd | ATXN2 expr inh | Nrf2 inh | Nrf2 ARE act | HepG2 tox |
| --- | --- | --- | --- | --- |
| 13 | -9% | -6% | 4.5% | -44% |
| 14 | -6% | -13% | 0.2% | -30% |
| 15 | -10% | -13% | 0.6% | -20% |
| 16 | -8% | / | 3.2% | -11% |
| 17 | 21% | / | 0.7% | -30% |
| 18 | 6% | / | -0.5% | -21% |
| 19 | / | 9% | 0.4% | 3% |
| 20 | 0% | -17% | -0.6% | 8% |
| 21 | -5% | 4% | 0.0% | 14% |
| 22 | / | / | 0.1% | 2% |
| 23 | 7% | -11% | -0.4%[9.22 µM] | -1% |
| 24 | 5% | 7% | 0.1% | -14% |

Later entries.
| cpd | SMILES | EPAC2 antag | A549 tox | TGFb inhibitor | ATXN viability | MCF10A rerep |
| --- | --- | --- | --- | --- | --- | --- |
| 25 | CC(C)(C)c1ccc(C(=O)NCC(=O)OCN2C(=O)c3ccccc3C2=O)cc1 | 1% | 1% | -5% | i | -182%[0.0737 µM] |
| 26 | S=C(NCc1ccccc1)N1CCN(Cc2ccc3c(c2)OCO3)CC1 | -16% | -5% | 7% | i | -8% |
| 27 | CC(=O)c1cc2c(cc1NC(=O)c1ccc(-n3nc(C)cc3C)cc1)OCO2 | 18% | 0% | 3% | i | ? |
| 28 | O=C(Nc1ccc(F)cc1)N(CCCN1CCOCC1)Cc1cc2cc3c(cc2[nH]c1=O)OCO3 | 11% | -2% | -4% | i | 0% |
| 29 | CC(C)C(NC(=O)c1ccccc1)C(=O)OCn1nnc2ccccc2c1=O (centres undefined) | 161%[activator] | 4% | 10% | i | -2% |
| 30 | O=C(CN1C(=O)/C(=C2\SC(=S)N(C3CCS(=O)(=O)C3)C2=O)c2ccccc21)Nc1ccc(F)cc1 (centres undefined) | -15% | -1% | 5% | i | ? |
| 31 | CCOC(=O)C(C)On1c(-n2nc(C)cc2C)nc2ccccc2c1=O (centres undefined) | -11% | -11% | -26% | i | 2% |
| 32 | CCOC(=O)Cc1csc(NC(=O)CSc2ccc(Br)cc2)n1 | 4% | 4% | -12% | i | 3% |
| 33 | COc1cc(C2/C(=C(\O)c3cc(C)ccc3C)C(=O)C(=O)N2CCN(C)C)ccc1O (centres undefined) | 5% | 1% | -4% | i | 18% |
| 34 | COC(=O)c1ccc(CSc2nc3sc4c(c3c(=O)n2C)CCCC4)o1 | 9% | 0% | -4% | i | -4% |
| 35 | Cc1cc(C)c(C)c(S(=O)(=O)N2CCC(C(=O)NCCCN3CCOCC3)CC2)c1C | 8% | 1% | -4% | i | 15% |
| 36 | Cc1ccc(SCCNC(=O)C(C)C)cc1 | 0% | -3% | -4% | i | -2% |

| cpd | ATXN2 expr inh | Nrf2 inh | Nrf2 ARE act | HepG2 tox |
| --- | --- | --- | --- | --- |
| 25 | 10% | 12% | 0.1% | -5% |
| 26 | -14%[11.3 µM] | ? | 0.8% | 9% |
| 27 | / | ? | 0.2% | -12% |
| 28 | -8% | 3% | -0.2% | -9% |
| 29 | 8% | 0% | -1.1% | 19% |
| 30 | -11% | 12% | 1.8% | 8% |
| 31 | -15% | -10% | 0.0% | -4% |
| 32 | -28% | 13% | 3.3% | -1% |
| 33 | -4% | -2% | -1.4% | -39% |
| 34 | -1% | 14% | 2.7% | -20% |
| 35 | -6% | -4% | -0.8% | -4% |
| 36 | 8% | 1% | -0.8% | -2% |

Next part:
| cpd | SMILES | EPAC2 antag | A549 tox | TGFb inhibitor | ATXN viability | MCF10A rerep |
| --- | --- | --- | --- | --- | --- | --- |
| 37 | COc1ccc(/C=N/NC(=O)c2ccc(Cl)cc2)cc1COC(C)=O | -3% | -9% | 3% | i | 15% |
| 38 | COc1ccc(S(=O)(=O)NC(=O)C2(C)CCN2C(=O)COc2ccc(Cl)cc2)cc1 (centres undefined) | 13% | / | -3% | i | / |
| 39 | NNc1cc([N+](=O)[O-])cc2c1C(=O)N(Cc1ccccc1)S2=O (centres undefined) | -9% | 12% | -11% | ? | 0% |
| 40 | Cc1ccc2nccc(C(=O)N3CCCC(Nc4ccc(C)c(C)c4)C3)c2c1 (centres undefined) | 8% | -1% | 3% | i | -1% |
| 41 | CCCCN(C(=O)C1CC(=O)N(CCc2ccc(OC)c(OC)c2)C1)c1c(N)n(CCCC)c(=O)[nH]c1=O (centres undefined) | 5% | 2% | -1% | i | 1% |

| cpd | ATXN2 expr inh | Nrf2 inh | Nrf2 ARE act | HepG2 tox |
| --- | --- | --- | --- | --- |
| 37 | 2% | -13% | -0.1% | -22% |
| 38 | 7% | / | -0.2% | 1% |
| 39 | / | 19% | 0.7% | -15% |
| 40 | / | 7% | 0.3% | 0% |
| 41 | 3% | 4% | 0.2% | -16% |

Profiles as entered above. Screens in order: EPAC2 antag | A549 tox | TGFb inhibitor | ATXN viability | MCF10A rerep | ATXN2 expr inh | Nrf2 inh | Nrf2 ARE act | HepG2 tox
CCOC(=O)Cc1csc(NC(=O)CSc2ccc(Br)cc2)n1 reads 4% | 4% | -12% | i | 3% | -28% | 13% | 3.3% | -1%
O=S(=O)(c1ccc(F)c(F)c1)N1CCN(c2ncccn2)CC1 reads 0% | 0% | 8% | i | -15% | -5% | 4% | 0.0% | 14%
Cc1ccc2nccc(C(=O)N3CCCC(Nc4ccc(C)c(C)c4)C3)c2c1 (centres undefined) reads 8% | -1% | 3% | i | -1% | / | 7% | 0.3% | 0%
O=C(CN1C(=O)/C(=C2\SC(=S)N(C3CCS(=O)(=O)C3)C2=O)c2ccccc21)Nc1ccc(F)cc1 (centres undefined) reads -15% | -1% | 5% | i | ? | -11% | 12% | 1.8% | 8%

Not all compounds are listed; count on the stated rates, not on these rows.
